Screening results: PubChem, several laboratories
TRPC6 activator: mouse TRPC6 channel activation; HEK293-TRPC6 membrane potential dye fluorescence; active compounds read high; Q61143; 0.13% of 310,000 active; B-score at 10 µM;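 active = B-score of the integrated fluorescence ratio above library mean plus 3 SD, and starting fluorescence ratio within library mean plus 5 SD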;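 note: higher score means more depolarization so channel activation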
Target sequence (Q61143 whole entry, looked up): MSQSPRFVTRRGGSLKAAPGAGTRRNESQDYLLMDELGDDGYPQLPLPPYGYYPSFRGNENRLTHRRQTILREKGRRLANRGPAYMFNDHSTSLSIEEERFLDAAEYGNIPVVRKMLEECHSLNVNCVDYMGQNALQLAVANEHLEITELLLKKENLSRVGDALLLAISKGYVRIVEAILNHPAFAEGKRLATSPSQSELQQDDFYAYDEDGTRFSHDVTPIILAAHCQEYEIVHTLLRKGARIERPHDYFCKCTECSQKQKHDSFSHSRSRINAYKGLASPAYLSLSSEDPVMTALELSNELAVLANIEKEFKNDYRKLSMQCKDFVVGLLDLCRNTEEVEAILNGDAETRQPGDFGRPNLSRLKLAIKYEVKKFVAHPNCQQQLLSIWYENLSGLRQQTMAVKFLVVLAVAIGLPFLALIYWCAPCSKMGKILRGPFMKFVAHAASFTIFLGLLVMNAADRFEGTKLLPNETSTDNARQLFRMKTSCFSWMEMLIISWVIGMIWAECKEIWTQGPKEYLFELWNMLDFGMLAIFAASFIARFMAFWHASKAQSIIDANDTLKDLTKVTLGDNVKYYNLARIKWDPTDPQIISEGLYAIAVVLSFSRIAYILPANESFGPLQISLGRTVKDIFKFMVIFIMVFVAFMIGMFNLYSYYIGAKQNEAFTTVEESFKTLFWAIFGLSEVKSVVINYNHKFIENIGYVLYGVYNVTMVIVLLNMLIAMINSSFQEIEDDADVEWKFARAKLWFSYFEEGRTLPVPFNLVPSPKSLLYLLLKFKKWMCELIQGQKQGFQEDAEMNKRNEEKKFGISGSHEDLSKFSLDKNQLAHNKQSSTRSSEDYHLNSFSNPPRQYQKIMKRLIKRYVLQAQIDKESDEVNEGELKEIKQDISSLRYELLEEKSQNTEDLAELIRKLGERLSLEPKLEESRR
TRPC6 inh: mouse TRPC6 channel inhibition. HEK293-TRPC6, membrane potential dye, ACh-evoked depolarization; active compounds read low. B-score at 10 µM. 1.1% of 310,000 active;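 active = B-score under library mean minus 3 SD, initial fluorescence not abnormally high, positive integrated signal ratio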;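 note: B-score derived from integrated fluorescence ratio over the kinetic read; more negative B-score means stronger inhibition of depolarization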
MrgX1 ag: activates human MrgX1 receptor signaling; MrgX1-HEK293 cells, Fluo-4 calcium fluorescence, agonist mode; active compounds read high; B-score at 10 µM; 0.44% of 310,000 active;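 active = calcium response B-score plate-corrected fluorescence ratio at least 3 library SD, with starting fluorescence B-score inside 5 SD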
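times = overnight plating, then 30 min 37 °C plus 30 min room-temperature dye loading | assay system = stable human MrgX1 HEK293 cell line | input = fifteen thousand cells per well | signal = kinetic calcium dye fluorescence, Fluo-4 NW | dosing = compound delivered in addition one of three | read-out = B-scored fluorescence response ratio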
PolyA inhibitor: blocks polyadenylation in yeast reporter cells. calls only at 12 µM. AID 1875. S. cerevisiae SKY197-pL101 polyadenylation reporter, beta-gal luminescence; efflux-impaired pdr1/pdr3 knockout yeast; score 100 = 6 SD above DMSO. 0.02% of 300,000 active;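 active = lowest replicate activity score at least 50, where 100 means six control SD above control mean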;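 note: yeast exposed to compound for 9 h at 30 °C; higher score means more reporter readthrough which indicates perturbed polyadenylation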
TRPC4 inh: inhibitors of mouse TRPC4 channel | Q9QUQ5 | HEK293 TRPC4beta/mu-opioid, DAMGO-evoked Fluo4 calcium flux; active compounds read low | B-score at 10 µM | 0.39% of 300,000 active | AID 2247;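 active = B-score over 3 SD under the library average, no early fluorescence shift, positive overall ratio signal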
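Assay system: TRPC4beta/mu-opioid receptor HEK293 cell line; compound dosing: single concentration per test compound; detection: Fluo4 Ca2+ flux fluorescence; evaluation: per-well B score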
TRPC4 act: TRPC4 (mouse) channel activation; Q9QUQ5; HEK293 TRPC4beta/mu-opioid, Fluo4 calcium fluorescence; active compounds read high; B-score at 10 µM; 0.49% of 310,000 active;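 active = B-score above 5 SD of library B-scores, and initial fluorescence ratio not above library mean plus 5 SD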;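 note: positive B-score marks a calcium rise read as TRPC4 activation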
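System: HEK293 cells stably co-expressing mouse TRPC4beta and mu-opioid receptor; Schedule: Fluo4 dye loading 45 min at room temperature, 110 s recording; Detection: Fluo4 fluorescence, kinetic; Evaluation: B-scored integrated calcium fluorescence ratio; Controls: buffer (low) and maximal DAMGO (high).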
MrgX1 PAM: human MrgX1 positive allosteric modulation, primary screen; B-score at 10 µM; MrgX1-HEK293, Fluo-4 calcium flux, FDSS; active compounds read high; Q96LB2; 0.63% of 310,000 active;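 active = plate-corrected calcium response at least 3 library SD above typical, normal starting fluorescence, not activating the receptor alone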;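 note: compound read alongside a low EC10 to EC30 dose of BAM8-22 agonist; peak minus trough fluorescence over baseline measured at the second addition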
MrgX1 antagonist: human MrgX1 receptor antagonism, primary screen; Q96LB2; B-score at 10 µM; 1.3% of 310,000 active; MRGX1-HEK293 calcium flux, Fluo-4, BAM8-22 antagonism; active compounds read low; AID 588676;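 active = calcium-response B-score plate-corrected more than 3 library SD below zero, starting fluorescence within 5 deviations, no agonist response on first addition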;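 note: peak minus trough fluorescence over baseline after final BAM8-22 challenge near maximal dose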
TRPC4 potent: TRPC4 (mouse) allosteric potentiation | B-score at 10 µM | Q9QUQ5 | HEK293 TRPC4beta/mu-opioid, DAMGO EC20, Fluo-4 Ca2+ flux; active compounds read high | 0.42% of 310,000 active;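 active = B-score of calcium response area above 5 SD of library B-scores, with initial fluorescence ratio within 5 SD of library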;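 note: B-score of integrated fluorescence ratio over time as area under calcium response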
AI-2 QS mod: modulators of Vibrio harveyi AI-2 quorum sensing system; 0.4% of 300,000 active; Vibrio harveyi JMH597 AI-2 luminescence/OD600 ratio, 9 h; active compounds read low; strain lacks LuxN and CqsS sensors; 0 = neutral-control median; activity change, % at 7.5 µM; in the data active = activity change below about -75%, passing the limit was not always enough;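 note: luminescence divided by OD600 gain over 9 h not by final OD600 alone; inactives centre near 13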
HIF activator: HIF pathway transcriptional activation | U2OS HRE-luciferase reporter, luminescence; normalized: DMSO 0%, desferrioxamine 100% | activation, % at 7.5 µM (by protocol) | 0.32% of 300,000 active | AID 1910;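 active = mean activation of at least 10% of the iron chelator positive control signal, with at least half of replicates also reaching 10%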
* marks the source's active call; other numbers are inactive results; i = inactive; . = not tested or not shown. The list is partial. The share of hits here may be higher or lower than overall.

SMILES | TRPC6 activator | TRPC6 inh | MrgX1 ag | PolyA inhibitor | TRPC4 inh | TRPC4 act | MrgX1 PAM | MrgX1 antagonist | TRPC4 potent | AI-2 QS mod | HIF activator
COc1ccc(CCC(=O)Nc2ccc(Cl)c(S(=O)(=O)N3CCCC3)c2)cc1 | i | i | i | i | i | i | i | -5.9* | i | 3 | 0.4
Cc1ccc(NC2=CC(=O)CCC2)cc1C | i | i | i | i | i | i | i | i | i | 12 | -0.5
Cc1c(NC(=O)C(C)n2cc([N+](=O)[O-])cn2)c(=O)n(-c2ccccc2)n1C (stereo not drawn) | i | i | i | i | i | i | i | i | i | 13 | 0.8
COc1ccc(OC)c(NC(=O)CSc2nnc(CNC(=O)c3cccs3)o2)c1 | i | i | i | i | i | i | i | i | i | 25 | -1.5
CNC(C)C#Cc1c(-c2cc(OC)c(OC)c(OC)c2)noc1C (stereo not drawn) | i | i | i | i | i | i | i | i | i | -8 | -1.0
O=C(/C=C1\NCC2c3ccccc3CCN2C1=O)c1ccccc1 (stereo not drawn) | i | -6.1* | i | i | i | i | i | i | i | 19 | 4.4
CCC1C(=O)N=C(SCC(=O)Nc2nc3ccccc3s2)NC1=O (stereo not drawn) | i | i | i | i | i | i | i | i | i | 33 | 0.6
CCOc1cc(C(=S)N2CCN(C)CC2)ccc1OCC(=O)N1CCOCC1 | i | i | i | i | i | i | i | i | i | 34 | -0.2
O=C(NCCc1cccs1)c1ccc(Cl)cc1 | i | i | i | i | i | i | i | i | i | 3 | -1.8
COc1ccc(F)cc1S(=O)(=O)N1CCCC(C)C1 (stereo not drawn) | i | i | i | i | i | i | i | i | i | -8 | -0.8
CCCCn1c(SCC(=O)NC2CCCC2)nc2ccccc2c1=O | i | i | i | i | i | i | i | i | i | 9 | 0.2
CCOC(=O)NC(Cc1c[nH]c2ccccc12)C(=O)NCCc1ccc(S(N)(=O)=O)cc1 (stereo not drawn) | i | i | i | i | i | i | i | i | i | 7 | -14
CCCc1nc2oc3c(NCC(C)O)ncnc3c2c2c1CCCC2 (stereo not drawn) | i | i | i | i | i | i | i | i | i | 13 | 0.6
Nc1ccc(CNc2ncn[nH]2)cc1 | i | i | i | i | i | i | i | i | i | 8 | -0.3
Cc1cccn2c(=O)c3cc(C(=O)O)n(C)c3nc12 | i | i | i | i | i | i | i | i | i | 12 | -0.1

Random excerpt: five entries already listed.
SMILES | TRPC6 activator | TRPC6 inh | MrgX1 ag | PolyA inhibitor | TRPC4 inh | TRPC4 act | MrgX1 PAM | MrgX1 antagonist | TRPC4 potent | AI-2 QS mod | HIF activator
Cc1ccc(NC2=CC(=O)CCC2)cc1C | i | i | i | i | i | i | i | i | i | 12 | -0.5
Nc1ccc(CNc2ncn[nH]2)cc1 | i | i | i | i | i | i | i | i | i | 8 | -0.3
CCCCn1c(SCC(=O)NC2CCCC2)nc2ccccc2c1=O | i | i | i | i | i | i | i | i | i | 9 | 0.2
CCOC(=O)NC(Cc1c[nH]c2ccccc12)C(=O)NCCc1ccc(S(N)(=O)=O)cc1 (stereo not drawn) | i | i | i | i | i | i | i | i | i | 7 | -14
CCOc1cc(C(=S)N2CCN(C)CC2)ccc1OCC(=O)N1CCOCC1 | i | i | i | i | i | i | i | i | i | 34 | -0.2

Further structures
SMILES | TRPC6 activator | TRPC6 inh | MrgX1 ag | PolyA inhibitor | TRPC4 inh | TRPC4 act | MrgX1 PAM | MrgX1 antagonist | TRPC4 potent | AI-2 QS mod | HIF activator
COc1ccc(C)c2sc(N(CCN(C)C)C(=O)c3cccc(N4C(=O)CCC4=O)c3)nc12 | i | -6.4* | i | i | i | 68* | i | i | i | 12 | 0.0
Oc1ccc(Br)cc1-c1n[nH]c(=S)n1Cc1ccccc1 | i | i | i | i | i | i | i | i | i | 5 | 1.1
CCN(CC)C(=O)N1CCn2c(nc3ccccc32)C1 | i | -5.5* | i | i | i | i | i | i | i | 9 | 0.1
CCn1c(COC(=O)CNC(=O)c2ccccc2F)nc2cc(S(=O)(=O)N(C)C)ccc21 | i | i | i | . | i | i | i | i | i | 21 | -0.5
COc1cccc(NC(=O)CNC(=O)[C@@H]2Cc3ccccc3CN2C(=O)OC(C)(C)C)c1 | i | i | i | i | i | i | i | i | i | 15 | -0.5
COc1ccccc1NC(=O)C(=O)NCCC1CCCCN1S(=O)(=O)c1ccccc1 (stereo not drawn) | i | i | i | i | i | i | i | i | i | -5 | -0.1
CS(=O)(=O)c1ccc(C(=O)NCc2ccc(F)cc2)cc1 | i | i | i | i | i | i | i | i | i | 19 | -0.7
COc1cccc(CC(=O)OCC(=O)NNC(=O)c2ccc([N+](=O)[O-])cc2)c1 | i | i | i | i | i | i | i | i | i | 25 | 0.0
C[C@H](NC(=O)OC(C)(C)C)C(=O)NCC1CCC(C(=O)N[C@@H](Cc2ccccc2)C(=O)O)CC1 (stereo partly drawn) | i | i | i | i | i | i | i | i | i | 13 | -33
CC(C)(C)c1nn2cnnc2n(/N=C/c2cccc3ccccc23)c1=O | i | i | i | i | i | i | i | i | i | 15 | -0.2
CCOC(=O)Nc1ccc(S(=O)(=O)Nc2cc(C)on2)cc1 | i | i | i | i | i | i | i | i | i | 39 | -0.3
O=C(CN1C(=O)COc2ccc(Cl)cc21)N1CCc2ccccc21 | i | i | i | i | i | i | i | i | i | 12 | -0.5
COc1cc(C(=O)N2CCN(c3ccccc3OC)CC2)c([N+](=O)[O-])cc1OC | i | i | i | i | i | i | i | i | i | 8 | -0.1
O=[N+]([O-])c1c(Nc2ccc(Br)cc2)ccc2nonc12 | i | i | i | i | i | i | i | i | i | 0 | 0.8
CC(=O)c1cccc(-n2c(CCC(=O)O)ccc2-c2cccs2)c1 | i | i | i | i | i | i | i | i | i | 23 | 0.7
O=C(NCCCCc1ccccc1)c1ccccc1Br | i | i | i | i | i | i | i | i | i | 20 | 0.7
CCOc1ccc(NC(=O)CN(C)C(=O)c2cn(-c3ccc(F)cc3)nc2-c2cccc(OC)c2)cc1OCC | i | i | i | i | i | i | i | i | i | 14 | 0.0
CCOc1ccc(C(c2c(NC(=O)c3ccccc3)sc(C)c2C)N2CCN(C)CC2)cc1 (stereo not drawn) | i | i | i | i | i | i | i | i | i | 19 | 0.2
CCOC(=O)C1CCN(S(=O)(=O)c2ccc3c(c2)CC(=O)N3)CC1 | i | i | i | i | i | i | i | i | i | 1 | -0.7
CCOC(=O)C1CCCN(c2nc(C)nc3c2oc2ccccc23)C1 (stereo not drawn) | i | i | i | i | i | i | i | i | i | 25 | 0.2
CC(c1ccccc1)N1C(=O)NC(NC(=O)c2cccnc2)(C(F)(F)F)C1=O (stereo not drawn) | i | i | i | i | i | i | i | i | i | 16 | 0.1
C=CC[n+]1c(-c2ccc(C)cc2)csc1Nc1ccc(NC(C)=O)cc1 | i | i | . | i | i | i | . | . | i | 23 | -4.3
CCOC(=O)C(C(C)=O)c1c(Br)c(O)c(O)c2c(C(=O)c3ccc(C)cc3)coc12 (stereo not drawn) | i | i | i | i | i | i | i | i | i | 24 | 2.1
O=C(N/N=C/c1cccc(Oc2ccccc2)c1)c1ccccc1Br | i | i | i | i | i | i | i | i | i | 5 | .
O=C1SC(c2ccccc2)=N/C1=C/c1ccco1 | i | i | i | i | i | i | i | i | i | 21 | 0.4
Cc1cccc(CN2CCN(Cc3ccco3)CC2)c1 | i | i | i | i | i | i | i | i | i | 20 | -1.7
CCCCOc1ccc(C2=CSC3=NCCN23)cc1[N+](=O)[O-] | i | -5.1* | i | i | i | i | i | i | i | 19 | 0.9
NS(=O)(=O)c1cccc(NC(=O)CC23CC4CC(C2)CC(CC(=O)Nc2cccc(S(N)(=O)=O)c2)(C4)C3)c1 | i | i | i | i | i | i | i | i | i | 18 | -1.0
CCN(CC)c1ccc(C2NC(=O)NC(C)=C2C(=O)Nc2ccccc2)cc1 (stereo not drawn) | i | i | i | i | i | i | i | i | i | 10 | 0.2
COc1cc(/C=N/n2cnnc2)ccc1OCCOc1ccccc1 | i | i | i | i | i | i | i | i | i | 23 | 0.3
CN1CCN(c2nc3c(c(=O)[nH]c(=O)n3C)n2Cc2cccc3ccccc23)CC1 | i | i | i | i | i | i | i | i | i | 13 | -1.9
CCCCN=c1scc(-c2ccc3c(c2)NC(=O)CO3)n1N=C1CCCC1 | i | i | 32* | i | . | i | i | i | i | 13 | 0.1
CC1CN(c2nc(-c3ccc(Br)cc3)nnc2-c2ccccc2)CC(C)N1 (stereo not drawn) | i | i | i | i | i | i | i | i | i | 18 | 5.8
CCOc1ccc(Cn2nnc(C(=O)Nc3cc(OC)cc(OC)c3)c2N)cc1 | i | i | i | i | i | i | i | i | i | 16 | 0.8
CC(C)c1nc2oc3c(=O)[nH]cnc3c2c2c1COC(C)(C)C2 | i | i | i | i | i | i | i | i | i | 17 | -0.1
Cc1ccccc1NS(=O)(=O)c1ccc(-c2ccc(=O)[nH]n2)o1 | i | i | i | i | i | i | i | i | i | 31 | 0.3
CN(C)CCCNCC(=O)NN(c1ccccc1)c1ccccc1 | i | i | i | i | i | i | i | i | i | 12 | 0.2
O=C(OCCN1C(=O)c2cccc3c(N4CCOCC4)ccc(c23)C1=O)c1ccc(Cl)cc1Cl | i | i | i | i | i | i | i | i | i | 33 | 0.0
N=c1n(CCN2CCCCC2)c2ccccc2n1CC(=O)c1cccs1 | i | i | i | i | i | i | i | i | i | 28 | 0.2
CCc1nnc(NC(=O)CSc2ccc(-c3ccc(C)cc3)nn2)s1 | i | i | i | i | i | i | i | i | i | . | 2.7
CNC(=O)c1ccsc1NC(=O)CS(=O)(=O)c1ccc(Cl)cc1 | i | i | i | i | i | i | i | i | i | -2 | 0.5
O=C(Cc1ccccc1)N1CCN(S(=O)(=O)c2cccc([N+](=O)[O-])c2)CC1 | i | i | i | i | i | i | i | i | i | 20 | -0.4
Cc1[nH]c2ccccc2c1C(=O)/C=C\c1ccccc1Cl | i | i | i | i | i | i | i | i | i | 14 | 2.5
